hgDAF-12 ag: hgDAF-12 agonism, primary luciferase screen; HEK293 GAL4-hgDAF12 UAS-luciferase reporter, agonist luminescence; normalized to butyrate control; activation, % at 6.8 µM; 1.8% of 370,000 active; AID 687014;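 active = activation above a cutoff set at the mean of all screened compounds plus 3 SD, cut at about 10% in these data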;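 note: 0% = DMSO wells and 100% = sodium butyrate wells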
ssDAF-12 act: activators of S. stercoralis DAF-12 nuclear receptor; HEK293 ssDAF-12/GRIP1 lit1-tk-luc reporter, luminescence; % of 3 µM dafachronic acid response; activation, % at 6.8 µM; 1% of 370,000 active;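 active = activation above the mean over all tested compounds plus 3 SD, cut at about 0.9% in these data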;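 note: 0% = DMSO-only wells and 100% = 3 µM delta7-dafachronic acid wells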
DAX1 inh-1: inhibits human nuclear receptor DAX1. HEK293 Gal4-DAX1 luciferase reporter, luminescence. inhibition, % at 6.75 µM. 0.99% of 340,000 active. AID 504766;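 active = inhibition above the mean over all tested compounds plus 3 SD, cut at about 4.2% in these data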;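 note: 0% = DAX1-transfected cells with DMSO and 100% = empty-vector control cells with DMSO; inhibition shows as a rise in luminescence from relieved DAX1 repression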
Target sequence (P51843 207-470 limits assumed): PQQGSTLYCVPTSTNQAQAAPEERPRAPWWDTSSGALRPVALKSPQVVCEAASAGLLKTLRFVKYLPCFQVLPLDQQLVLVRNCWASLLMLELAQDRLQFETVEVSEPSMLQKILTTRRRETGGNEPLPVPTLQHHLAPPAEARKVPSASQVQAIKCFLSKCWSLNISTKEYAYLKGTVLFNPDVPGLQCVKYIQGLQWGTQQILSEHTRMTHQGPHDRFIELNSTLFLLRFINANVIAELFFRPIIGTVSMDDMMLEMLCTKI
hcDAF12 agonist: activates DAF-12 receptor from parasite H. contortus; AID 652067; HEK293 hcDAF-12 lit1-tk-luc reporter, luminescence; 0% DMSO, 100% Δ7-dafachronic acid; 1.4% of 370,000 active; activation, % at 6.8 µM;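 active = activation above the mean of all tested compounds plus 3 SD, cut at about 5.5% in these data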;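 note: 100% = response to 3 µM Δ7-dafachronic acid high control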
PLC-gamma1 inh: blocks human PLC-gamma1 enzyme activity; P19174; purified PLC-gamma1, fluorogenic substrate, fluorescence; inhibition, % at 12.2 µM; 0.84% of 370,000 active; AID 720700; in the data active = inhibition above about 9.5%
SMARCA2 act: increases SMARCA2 function in MMTV reporter cells | 1% of 370,000 active | AID 652017 | MG213 cells, MMTV-luciferase reporter, dexamethasone, overnight | activation, % at 9.1 µM; in the data active = activation above about 7.8%;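 note: 0% = vehicle wells and 100% = reference activator wells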
PLC-beta3 inh: PLC-beta3 (human) inhibition, primary screen; 0.18% of 370,000 active; inhibition, % at 12.2 µM; Purified PLC-beta3, fluorogenic substrate, fluorescence; Q01970; in the data active = inhibition above about 11%;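 note: 0% = median of compound wells on plate and 100% = full blocker control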
NR1D1 modulator: Rev-erb alpha (human) modulation. P20393. Rev-erbα–FITC-DNA binding, fluorescence polarization, 90 min. activity, % at 10 µM. 0.79% of 370,000 active. AID 1259318;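 active = activity above about 14%, limit read from the data; passing the limit was not always enough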;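 note: 0% = DMSO wells with 35 nM protein and 100% = DMSO wells with 750 nM protein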
Target sequence (P20393 whole entry, looked up): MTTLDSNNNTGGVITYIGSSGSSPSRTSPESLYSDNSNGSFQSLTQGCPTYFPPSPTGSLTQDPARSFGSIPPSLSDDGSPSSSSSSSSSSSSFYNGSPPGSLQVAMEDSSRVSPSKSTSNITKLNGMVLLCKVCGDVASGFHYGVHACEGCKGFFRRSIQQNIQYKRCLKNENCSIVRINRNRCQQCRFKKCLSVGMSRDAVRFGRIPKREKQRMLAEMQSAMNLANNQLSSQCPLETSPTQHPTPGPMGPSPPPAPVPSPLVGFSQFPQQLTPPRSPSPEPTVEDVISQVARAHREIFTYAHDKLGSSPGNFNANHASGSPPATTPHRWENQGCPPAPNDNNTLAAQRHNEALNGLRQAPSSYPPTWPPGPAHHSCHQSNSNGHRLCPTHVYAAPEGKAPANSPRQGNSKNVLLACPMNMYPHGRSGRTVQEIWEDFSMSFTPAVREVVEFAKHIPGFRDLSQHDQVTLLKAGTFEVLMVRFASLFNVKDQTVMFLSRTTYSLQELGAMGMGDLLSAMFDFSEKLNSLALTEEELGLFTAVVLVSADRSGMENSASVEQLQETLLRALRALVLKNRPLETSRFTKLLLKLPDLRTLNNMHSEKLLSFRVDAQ
ADAM17 inh: inhibitors of human ADAM17 | P78536 | recombinant ADAM17, EDANS/DABCYL FRET peptide cleavage | inhibition, % at 6.95 µM | 0.83% of 370,000 active | AID 720648;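 active = inhibition above the mean of compounds lying between control limits plus 3 SD, set per campaign, cut at about 8.5% in these data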;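 note: 0% = DMSO-only wells as the low control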
MBD2 DNA inh: MBD2-methylated oligo binding inhibition; Q9UBB5; TR-FRET, MBD2 binding to methylated oligonucleotide; inhibition, % at 4.4 µM; 0.31% of 370,000 active; in the data active = inhibition above about 13%
DAX1 inh-2: DAX1 (NR0B1) inhibition, primary screen; HEK293T StAR-luciferase reporter, SF-1/DAX-1 repression relief; inhibition, % at 6.8 µM; 1.1% of 370,000 active; AID 652010;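 active = inhibition above the mean over all tested compounds plus 3 SD, cut at about 3.6% in these data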;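 note: 0% = DAX-1 cells with DMSO and 100% = cells lacking DAX-1 with DMSO; higher inhibition means more luminescence from relief of DAX-1 repression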
* hit, by the source's call; / = no result given. Compounds as they come; about 7.4% have a hit in one of these screens.

SMILES	hgDAF-12 ag	ssDAF-12 act	DAX1 inh-1	hcDAF12 agonist	PLC-gamma1 inh	SMARCA2 act	PLC-beta3 inh	NR1D1 modulator	ADAM17 inh	MBD2 DNA inh	DAX1 inh-2
CC(=O)N1c2ccc(S(=O)(=O)N(C)CC(=O)NC(C)c3ccccc3)cc2CC1C (stereo not drawn)	-1.6	-1.2	-0.1	0.8	-0.5	-2.9	-6.7	-8.1	-5.6	-1.0	0.0
Cc1cccc(C)c1OCC(O)CN1CCc2ccccc2C1 (stereo not drawn)	-2.0	-1.3	-1.2	-1.5	-1.9	-6.7	-3.8	-1.0	-5.6	0.3	-0.6
O=C(O)c1cccc(-n2c(/C=C/c3ccccc3)nc3ccccc3c2=O)c1	3.2	-1.2	-0.3	-1.1	-16.7	1.3	-31.4	4.0	-2.0	-5.1	0.0
CCOC(=O)C1=CCN(S(=O)(=O)c2ccc(Cl)cc2)C1c1ccccc1 (stereo not drawn)	-2.9	-1.1	/	-0.6	5.6	4.1	-2.1	0.2	5.3	-7.4	-1.6
COc1ccc(N(CC(=O)Nc2ccc3c(c2)OCO3)S(=O)(=O)c2ccccc2)cc1	-4.0	-1.7	-0.6	-1.0	1.8	1.9	4.5	-3.7	2.6	-1.3	-0.4
O=C(Nc1cc(Cl)ccc1Cl)C1Cc2ccccc2O/C1=N\O (stereo not drawn)	-2.0	-0.8	0.5	1.6	1.1	-0.3	2.8	-4.3	2.4	-1.7	-0.4
Cc1cccc(C(=O)NC2CC3CCCC(C2)N3C(=O)Nc2ccccc2)c1 (stereo not drawn)	-2.0	-1.8	-0.4	-3.0	-0.1	-0.2	-5.7	-11.8	-7.0	7.9	0.0
COc1ccc(-c2csc(-c3ccc(O)cc3)n2)cc1	12.7*	0.0	-3.3	1.9	-1.1	2.5	-3.8	0.4	-2.7	-1.1	-2.1
COc1ccc2nc(C)c3c(c2c1)OC(C)C3 (stereo not drawn)	-0.5	-1.6	-0.9	-0.9	-7.5	0.2	-9.2	0.9	-27.4	3.5	0.3
O=C(Nc1ccc(S(=O)(=O)C(F)F)cc1)c1ccc2c(=O)n3c(nc2c1)CCC3	-2.7	-0.3	-1.2	1.0	4.4	0.1	0.9	20.4*	2.3	2.3	-0.5
CCSc1nnc(CNC(=O)c2ccccc2F)n1-c1ccccc1OC	-0.1	-1.9	0.4	-0.7	2.4	-4.4	5.7	1.7	5.3	-1.8	0.4
Cc1ccc(-c2cc(-c3ccccc3C)[nH]n2)c(O)c1	13.9*	0.8	2.5	6.8*	2.4	3.4	3.2	0.6	8.0	1.1	3.1
COc1ccc(C(=O)O)cc1S(=O)(=O)Nc1ccccc1C(=O)NCc1ccc2c(c1)OCO2	2.3	-1.0	1.1	-1.3	-12.7	-3.5	-18.2	-0.6	-15.3	4.7	0.2
O=S1(=O)CC(c2ccccc2)=NN=C(c2ccccc2)C1	16.6*	1.5*	3.1	9.5*	9.5	2.4	10.8*	0.6	6.7	-0.9	7.6*
COc1cccc(-c2nnc(NC(=O)c3ccc(Cl)s3)o2)c1	-0.1	0.1	0.9	-0.4	-2.8	5.0	3.9	-2.6	0.7	-1.3	0.5
O=C(c1ccoc1)N1CCN(c2cc(-c3ccccc3)nc3cc(-c4ccc(Br)cc4)nn23)CC1	1.1	-0.1	0.6	-1.1	-50.2	-1.6	-68.7	-1.5	-24.4	0.3	0.6
O=C(c1ccccc1)N1CCN(c2n[nH]c(=O)[nH]c2=O)CC1	-1.3	-1.0	2.0	1.2	3.5	-2.8	0.7	0.3	7.5	5.0	1.3
Cc1ccc(N2C(=O)c3cccc4c(C(=O)O)ccc(c34)C2=O)cc1	-1.1	-1.4	/	-0.4	1.1	0.3	-0.7	2.2	-3.9	1.4	-0.1
CCC(C)c1ccc(NC(=O)c2c([N+](=O)[O-])cnn2CC)cc1 (stereo not drawn)	0.1	-1.2	-0.8	-0.7	0.4	0.6	-3.1	-5.6	0.7	-2.9	-0.2
COC(=O)Cn1c(C)nc(=O)c(-c2ccccc2)c1C	-0.9	-1.1	-0.2	-1.4	0.3	0.5	-0.7	-11.0	-3.4	-4.4	-0.1
c1ccc(-c2ccccc2OCCCN2CCCCCC2)cc1	0.0	-1.3	2.6	-1.4	4.0	-0.3	3.7	1.9	1.7	4.4	0.4
CCc1cc(=O)oc2cc(OCC(=O)NCc3ccccn3)ccc12	4.5	-1.0	0.6	0.1	-7.8	-0.4	-15.7	5.0	-29.2	3.3	-3.9
Cc1cc(C)c(C(=O)Nc2ccc(S(=O)(=O)Nc3onc(C)c3C)cc2)c(C)c1	-0.9	-1.1	-1.1	1.4	1.8	-1.5	1.5	-2.5	-0.2	5.1	0.5
Cc1cc(C(=O)OCC(=O)NCc2ccccc2)c2ccccc2n1	-0.7	-1.1	-0.3	-3.2	-4.8	-2.0	-12.0	-0.9	-7.2	-6.1	-0.6
Cc1cccc(N2CCN(CC(O)COCc3cccs3)CC2)c1C (stereo not drawn)	0.3	-1.1	-0.7	0.8	2.2	1.8	1.0	-3.0	-0.3	1.3	0.0
Cc1ccccc1Nc1cc(=O)oc2ccccc12	-2.2	-0.9	-1.3	-1.0	-1.8	0.8	-4.7	-0.9	-4.8	1.0	-0.1
NC(=O)c1c(NC(=O)c2ccc(F)cc2Cl)sc2c1CCC2	8.3	-0.7	1.0	-0.6	-22.6	1.9	-34.0	0.7	2.2	-2.1	0.3
O=C(CCCCCNC(=O)N1CCn2c1nc1ccccc12)NCc1ccc(Cl)cc1	2.5	-1.7	0.6	0.9	-1.7	-1.2	-4.5	1.0	-6.7	-8.3	-0.3
COc1ccc(CN2C(=O)c3cccnc3C2=O)cc1S(=O)(=O)N1CCCC(C)C1 (stereo not drawn)	-0.4	-1.2	-0.1	1.3	1.2	-1.7	-0.3	-0.2	0.6	-3.0	0.5
CCN(CC)CCCN=C(C)C1=C(O)c2ccccc2C1=O	0.6	-0.8	/	1.3	-6.5	-2.2	-16.8	1.5	-5.0	-7.2	0.1
CCOC(=O)C1=CCC(c2ccccc2)N(S(=O)(=O)c2ccc(C)cc2)[C@H]1CC (stereo partly drawn)	-2.8	-0.9	/	-1.1	4.6	-5.5	2.0	-0.4	4.4	-2.4	-1.1
Cn1c(SCC2CCCO2)nnc1-c1ccc([N+](=O)[O-])cc1 (stereo not drawn)	-2.2	-2.0	-0.5	1.4	2.1	-3.6	-1.9	-4.7	-3.8	6.3	0.1
Cc1cccc(NC(=O)N2CCCc3ccccc32)c1C	0.5	-0.8	0.7	-0.3	-0.8	0.6	-6.6	-2.7	2.0	-4.3	-1.0
Cc1cc(SCC(=O)Nc2ncc(Cl)cc2Cl)nc2ccccc12	0.7	-0.5	-2.0	0.4	-3.1	-0.6	-0.6	11.0	-0.8	-4.4	-0.4
Cc1ccc(NC(=O)CN(C)C(=O)Cc2coc3cc(C)c(C)cc23)cc1	-0.3	-0.8	-1.2	0.6	0.6	-2.1	-11.9	-2.0	-8.6	7.6	0.3
COCCn1c(N)c(C(=S)NC(=O)c2cccs2)c(=O)[nH]c1=O	0.7	-1.6	2.4	-0.7	1.4	-2.1	-10.5	-0.9	-2.3	-3.5	-0.2
CN(C)c1ccc(NC(=O)N2CCOCC2)cc1	5.4	-0.6	1.2	-0.9	1.0	-1.4	1.5	4.1	-4.3	-8.0	-0.3
COc1ccc(N2CCN(C(=O)c3ccc(Cn4c(=S)[nH]c5ccc(N6CCOCC6)cc5c4=O)cc3)CC2)cc1	0.5	-0.9	-1.0	0.4	-122.6	-1.6	-178.2	41.6*	-6.7	-1.4	-0.3
C=CCn1c(SCC(=O)NCCC2=CCCCC2)nc2ccc(Cl)cc2c1=O	0.4	-1.0	-0.1	-0.1	-3.0	-2.8	-1.3	6.8	-5.8	-0.3	-0.1
CC(=O)c1ccc(OCCCC(=O)Nc2cccc(S(=O)(=O)N3CCCCC3)c2)cc1	0.4	-1.4	0.2	-2.1	1.9	-2.5	-6.7	1.2	-1.6	-6.1	-1.9

Retrieved by compound from above, three records:
SMILES	hgDAF-12 ag	ssDAF-12 act	DAX1 inh-1	hcDAF12 agonist	PLC-gamma1 inh	SMARCA2 act	PLC-beta3 inh	NR1D1 modulator	ADAM17 inh	MBD2 DNA inh	DAX1 inh-2
O=C(c1ccccc1)N1CCN(c2n[nH]c(=O)[nH]c2=O)CC1	-1.3	-1.0	2.0	1.2	3.5	-2.8	0.7	0.3	7.5	5.0	1.3
CC(=O)N1c2ccc(S(=O)(=O)N(C)CC(=O)NC(C)c3ccccc3)cc2CC1C (stereo not drawn)	-1.6	-1.2	-0.1	0.8	-0.5	-2.9	-6.7	-8.1	-5.6	-1.0	0.0
CCc1cc(=O)oc2cc(OCC(=O)NCc3ccccn3)ccc12	4.5	-1.0	0.6	0.1	-7.8	-0.4	-15.7	5.0	-29.2	3.3	-3.9

Continuation.
SMILES	hgDAF-12 ag	ssDAF-12 act	DAX1 inh-1	hcDAF12 agonist	PLC-gamma1 inh	SMARCA2 act	PLC-beta3 inh	NR1D1 modulator	ADAM17 inh	MBD2 DNA inh	DAX1 inh-2
Cc1ccc(-c2ccc(=O)n(CCC(=O)N3CCN(c4cccc(C)c4)C(C)C3)n2)cc1 (stereo not drawn)	-4.8	-1.9	0.1	-2.1	2.5	-1.2	-3.4	1.5	1.5	-3.0	-0.8
CCOc1ccc(C2C(C(=O)OC)=C(C)N=C3SCCC(=O)N32)cc1OCC (stereo not drawn)	-1.9	-1.0	0.4	-2.4	4.0	1.4	1.2	-3.7	-2.0	-0.2	0.0
CC1Cc2cc(/C(O)=C3/C(=O)C(=O)N(CCN4CCOCC4)C3c3ccc(C(C)C)cc3)ccc2O1 (stereo not drawn)	-0.2	-1.2	/	-1.0	-3.7	-0.8	-9.2	1.1	-1.1	2.3	-0.3
COC(=O)C1=C(CSc2nncn2C)NC(=O)NC1c1ccc(F)cc1 (stereo not drawn)	0.9	-1.0	1.1	-1.2	0.2	-2.1	0.2	-2.6	-3.4	3.1	-0.2
COc1ccccc1C(=O)COC(=O)CNS(=O)(=O)c1ccc(C)c(C)c1	-1.1	-1.1	-1.8	1.1	-6.7	-2.5	-13.5	-6.6	-2.5	-0.3	0.9
COc1ccc(-c2c(C)n([O-])c3c([n+]2=O)CCCC3)c(OC)c1	-1.0	-1.2	-0.7	-1.3	2.6	-0.2	0.5	3.5	-5.9	1.9	-1.2
CCCOC(=O)Nc1ccc(S(=O)(=O)Nn2cnnc2)cc1	0.2	-0.9	0.0	-2.3	4.2	0.5	3.5	2.8	-5.5	9.1	-0.7
CN(C)/C(=C\C(=O)c1ccccc1)C(=O)c1ccccc1	-1.8	-0.5	3.8	0.1	3.7	-0.2	6.9	9.3	-0.1	-1.3	-0.8
COc1ccc(NC(=O)c2cc(S(=O)(=O)Nc3ccc(OC)cc3)cs2)cc1	-3.5	-1.6	-2.6	-0.8	-0.5	-5.0	-0.1	4.8	-0.4	-0.5	-1.1
COc1ccccc1C(=O)COC(=O)C(CCSC)NC(=O)COc1ccccc1 (stereo not drawn)	1.2	-0.7	1.1	0.7	-4.4	-1.2	-7.6	-3.2	-1.0	-5.6	0.7
CCCCCCC(=O)Nc1nc(C)c(-c2csc(Nc3cc(OC)ccc3OC)n2)s1	1.9	-0.8	1.4	-0.4	-2.7	0.1	-7.6	2.0	-2.2	0.8	0.0
COC(=O)c1ccsc1NC(=O)CSc1nnnn1-c1ccccc1SC	-0.8	-1.0	-1.4	-1.8	6.7	-1.1	4.7	-0.7	1.9	0.3	0.8

Compound activity deposited in PubChem by several laboratories.
